hERG WT inh: blocks the wildtype human KCNH2 potassium channel; U2OS, BacMam KCNH2, thallium flux FluxOr; stronger effect = lower value; activity change, % at 1.84 µM; 340,000 tested, 0.37% active; AID 720551;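 active = maximum activity change below -70%; inconclusive = maximum activity change between -70% and -50%; inactive = maximum activity change above -50%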; also: % is scaled to controls: 0 for no effect and ±100 for the full control effect
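U2OS cells transduced with wild-type KCNH2 virus are loaded with FluxOr dye for 45 min, and thallium flux is measured in kinetic reads before and after stimulation buffer. Rate constants are normalized to DMSO controls.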
S-ASM inh: human S-ASM enzyme inhibition; P17405; placental ASM, HMU-PC fluorogenic substrate, 60 min; Potency, µM (highest dose often 57.5 µM), for inactives: at the top dose activity change, negative = inhibition, actives largely listed as inhibitors; 340,000 tested, 0.006% active; also: potency is read from the fitted curve at half-maximal effect
Target sequence (P17405 47-631 limits assumed): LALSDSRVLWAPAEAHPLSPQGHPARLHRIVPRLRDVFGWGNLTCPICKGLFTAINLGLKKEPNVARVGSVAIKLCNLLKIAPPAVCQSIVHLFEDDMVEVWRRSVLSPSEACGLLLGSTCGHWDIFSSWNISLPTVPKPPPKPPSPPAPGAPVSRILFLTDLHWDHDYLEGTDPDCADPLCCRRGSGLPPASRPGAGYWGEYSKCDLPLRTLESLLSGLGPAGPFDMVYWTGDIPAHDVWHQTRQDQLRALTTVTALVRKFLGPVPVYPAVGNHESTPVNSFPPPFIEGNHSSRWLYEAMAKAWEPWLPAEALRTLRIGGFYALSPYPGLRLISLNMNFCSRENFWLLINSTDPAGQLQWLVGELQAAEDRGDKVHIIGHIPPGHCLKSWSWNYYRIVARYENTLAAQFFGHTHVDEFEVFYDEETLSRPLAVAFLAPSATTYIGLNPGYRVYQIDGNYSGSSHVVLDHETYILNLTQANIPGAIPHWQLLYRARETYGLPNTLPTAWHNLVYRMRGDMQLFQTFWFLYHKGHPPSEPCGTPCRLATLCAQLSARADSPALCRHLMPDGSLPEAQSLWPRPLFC
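Fluorogenic HMU-PC substrate (9 uM final) is turned over by placental ASM in 60 min at 37 C after a 10 min compound preincubation. Reaction ended by alkaline stop (pH 10), with fluorescence read at 386/447 nm.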
GALK inh: blocks human galactokinase activity; Potency, µM (highest dose often 57.5 µM), without a hit: top-dose activity change, negative = inhibition, actives largely listed as inhibitors; P51570; Purified GALK, Kinase-Glo residual ATP luminescence; 270,000 tested, 0.007% active; also: potency is read from the fitted curve at half-maximal effect; % is scaled to controls: 0 for no effect and ±100 for the full control effect
Target sequence (P51570 whole entry, looked up): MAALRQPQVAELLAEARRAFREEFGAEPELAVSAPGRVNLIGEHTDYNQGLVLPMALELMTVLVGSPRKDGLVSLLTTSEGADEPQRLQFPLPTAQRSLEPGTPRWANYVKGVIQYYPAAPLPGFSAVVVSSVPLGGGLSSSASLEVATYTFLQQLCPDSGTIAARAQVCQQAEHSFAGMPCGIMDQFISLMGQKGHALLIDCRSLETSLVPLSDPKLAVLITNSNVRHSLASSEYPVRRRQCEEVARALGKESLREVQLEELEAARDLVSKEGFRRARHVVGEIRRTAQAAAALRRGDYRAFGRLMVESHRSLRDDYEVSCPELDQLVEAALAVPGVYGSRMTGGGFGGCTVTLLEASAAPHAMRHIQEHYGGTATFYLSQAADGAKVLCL
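GALK at 5 nM final was combined with compound, 35 uM ATP and 100 uM galactose in HEPES pH8.0 with MgCl2 and DTT. The reaction ran one hour at room temperature before luminescent ATP detection.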
MBNL1 CUG block: blocks human MBNL1 binding to CUG repeat RNA. Q9NR56. TR-FRET MBNL1-His/biotin-(CUG)12 binding, 665/545 ratio. Potency, µM (titrated, usually from 57.5 µM), inactives show at the highest dose activity change, negative = inhibition, usual class: inhibitors. 280,000 tested, 0.036% active; active = well fitted inhibition curve with a large enough effect in the signal ratio, with a control signal flat, not every such curve was filed as active; inconclusive = small, poorly fitted or top-dose-only effect, or effect the other way, or a change in a side signal; inactive = no such curve, though single readings can be large or run the other way; the % refers to the signal ratio; also: potency is read from the fitted curve at half-maximal effect; % is scaled to controls: 0 for no effect and ±100 for the full control effect
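Compounds (final 92 nM to 58 uM) are added to His-tagged MBNL1 and biotin-(CUG)12, then terbium anti-His antibody and streptavidin-XL665 (5 nM final). After 60 min at room temperature, the 665/545 nm ratio is read.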
TRPV1 agonist: human TRPV1 agonism | Q8NER1 | TRPV1-expressing cells, Fluo-8 calcium influx, agonist mode | activation, % at 8.33 µM | 320,000 tested, 0.19% active; in the data active = activation above about 80%; inconclusive = between about 30% and that limit; also: 0% is about no effect
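Fluo-8 calcium influx in TRPV1-expressing cells, kinetic read (ex 480/em 520 nm). Compound added and read 3 min for agonist activity, followed by capsaicin at EC20 final and 2 min further read for enhancement.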
A-T KAP1 phos: potential ataxia-telangiectasia treatment | […] A-T fibroblasts, KAP-1 phosphorylation AlphaLISA; neocarzinostatin DNA damage 30 min before lysis | Potency, µM (highest dose often 57.5 µM), for the others: at the highest dose activation, actives largely listed as activators | AID 485349 | 320,000 tested, 0.19% active; also: potency is read from the fitted curve at half-maximal effect; % of control where 0% means no effect; nearly all actives have a fitted effect of over 45% in size
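hTERT-immortalized A-T patient fibroblasts ([…]), 500 cells/well in OPTI-MEM, 1% FBS, got compounds for 60 min, then NCS for 30 min at 37C. Lysates were then assayed for phospho-KAP-1 by AlphaLISA (anti-pKAP1 donor, anti-KAP1 acceptor beads), 6 hr at 25C.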
KCNH2 3.1 inh: KCNH2 3.1 (human) potassium channel inhibition; U2OS KCNH2 3.1, thallium flux FluxOr; stronger effect = lower value; activity change, % (tested at about 1.8 µM); 340,000 tested, 0.95% active;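 active = maximum activity change below -70%; inconclusive = maximum activity change from -70% to -50%; inactive = maximum activity change above -50%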;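 also: thallium influx rate constant from kinetic fluorescence after stimulation buffer; % is scaled to controls: 0 for no effect and ±100 for the full control effect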
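Steps: virus added to U2OS suspension (4 h, RT, dark); medium with 10% FBS added, cells plated, 37 C overnight; FluxOr/Red40 loading buffer 45 min RT; stimulation buffer, 2 min kinetic read; rate constant normalized.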
MLL CXXC-DNA inh: inhibitors of human MLL CXXC domain-DNA interaction; 290,000 tested, 0.037% active; MLL-CXXC / FITC-HOXA9 DNA fluorescence polarization; Potency, µM (highest dose often 115 µM), for inactives: at the highest dose activity change, negative = inhibition, hits mostly inhibitors; active = well fitted inhibition curve with a large enough effect in the polarisation, with a control signal flat, not every such curve was filed as active; inconclusive = small, poorly fitted or top-dose-only effect, or effect the other way, or a change in a side signal; inactive = no such curve, though single readings can be large or run the other way; the % refers to the polarisation; also: potency is read from the fitted curve at half-maximal effect
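Fluorescence polarization: 7 uM MLL-CXXC (stock) preincubated 5 min with compounds, then 50 nM fluorescein-HOX-A9 DNA (stock) added; 30 min ambient. Buffer 50 mM Tris-HCl pH 7.5, 50 mM NaCl, 1 mM DTT, 0.05% BSA.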
Integrin act MD: activates integrin-mediated alleviation for muscular dystrophy; alpha7betagal myoblasts, beta-gal FDG fluorescence, 48 h; Potency, µM (doses to about 38.3 µM), for inactives: top-dose activation, usual class: activators; 350,000 tested, 0.064% active;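 also: potency is read from the fitted curve at half-maximal effect; 100% = response of the positive control SU9516; nearly all actives have a fitted effect of over 60% in size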
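Alpha7betagal+/- myoblasts (passage 13) were plated 16-24 hr, then exposed to compounds (1:260 dilution of DMSO stock) for 48 hours at 37C. After MPER lysis, β-galactosidase reporter activity was read as FDG fluorescence (ex 480/em 540) after 30 minutes.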
FBPA coupling cs: inhibits coupling enzyme system, counter-screen for aldolase hits. activity change, negative = inhibition, % at 58.2 µM, hits read low. 290,000 tested, 0.67% active. coupling enzyme system counterscreen, AmpLite Red fluorescence; in the data active = activity change below about -30%; also: % is scaled to controls: 0 for no effect and ±100 for the full control effect
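Compounds tested against the coupling enzymes alone at 57.5 uM final; readout was AmpLite Red fluorescence (525/598 nm) after 20 min at RT.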
An asterisk follows results filed as active; u = inconclusive; x = no result given; [ ] = dose if it differs, or a comment. Unless noted, calls follow the shape of the dose curve; as a rule, active = well fitted curve in the direction sought with a large enough effect; inconclusive = small, poorly fitted or top-dose-only effect, or another doubt; inactive = no such curve, though single readings can be large; an effect the other way counts as inactive or inconclusive. Rows are unselected; any-hit rate near 2%.

Values run as follows: hERG WT inh | S-ASM inh | GALK inh | MBNL1 CUG block | TRPV1 agonist | A-T KAP1 phos | KCNH2 3.1 inh | MLL CXXC-DNA inh | Integrin act MD | FBPA coupling cs
> O=C1CCC(C(=O)N2CCCCCCC2)CN1Cc1cccc(C(F)(F)F)c1 (stereo not given)
  7 | -1% | 4% | -1% | 22 | 8% | x | -5% | -2% | x
> COC(=O)c1ccnc(SCC(=O)c2ccccc2)c1
  42 | 2% | 2% | 1% | 16 | 1% | x | 0% | 1% | 3
> O=C(NCN1CCN(c2ccccc2F)CC1)c1cccnc1
  0 | -2% | 0% | -7% | 1 | 3% | -7 | 0% | 6% | -2
> COc1ccc(CCN=C(C)c2cc(C)c(C)cc2O)cc1OC
  0 | 6% | 1% | 9% | -2 | 13% | 18 | 1% | 13% | -1
> Cc1cc(C)nc(N2CCC(C(=O)NC3CC3)CC2)n1
  6 | 0% | -3% | -10% | 1 | -4% | -2 | 11% | 11% | 1
> CCOc1ccc(N(CC(=O)NC2CCCC2)C(=O)CCC(=O)Nc2nccs2)cc1
  5 | 0% | -2% | -1% | 1 | 1% | 10 | 9% | -2% | 0
> C=CCn1c(SCC(=O)Nc2ccc3c(c2)CCC3)nnc1-c1cccs1
  -94* | -6% | 1% | -4% | -5 | 4% | -76* | -5% | -20% | 1
> CC(C)(C)C1(O)CC(C(F)(F)F)=NN1C(=O)Cc1ccc([N+](=O)[O-])cc1 (stereo not given)
  -11 | -3% | -2% | 3% | -2 | 2% | 12 | -2% | 15% | 3
> COc1ccc(N(C(=O)c2ccncc2)S(=O)(=O)c2ccc(Cl)cc2)cc1
  17 | 2% | x | -13% | -1 | 23% | -2 | x | -11% | 0
> Cn1c(SCc2cccc([N+](=O)[O-])c2)nc2ccccc2c1=O
  4 | -5% | x | x | 4 | -2% | -15 | x | 5% | x
> C[C@@H](CN1C(=O)C(=O)NC[C@@H]1C)NC(=O)CC12CC3CC(CC(C3)C1)C2
  -5 | 0% | x | 5% | -4 | -2% | 24 | 13% | -1% | 0
> COc1ccc2nc3ccccc3nc2c1NC(=O)c1ccc(Cl)cc1
  5 | -4% | 2% | 8% | 3 | -2% | 5 | u | -73%[inhibitor] | -11
> NS(=O)(=O)c1ccc(NC(=O)/C=C/c2ccc3c(c2)OCO3)cc1
  -9 | 16% | 7% | -2% | u | 17% | 11 | -1% | -24% | 0
> O=C(Nc1ccc(Oc2ccccc2)nc1)C1CCCCN1Cc1ccc(OCCO)cc1 (stereo not given)
  -12 | 8% | -4% | 3% | 1 | 9% | -1 | 17% | 0% | -1
> O=C(Nc1ccc(F)cc1)c1ccc2c(=O)n(CC3CCCO3)c(=S)[nH]c2c1 (stereo not given)
  -8 | -1% | 13% | 3% | u | -8% | u | -3% | 14% | 1
> CSc1ncccc1C(=O)OCC(=O)Nc1nc(C)c(Cl)cc1Cl
  -24 | 0% | x | x | x | 5% | -14 | x | 15% | x
> Cc1ccc2c(=O)c(CN3CCCCCC3)c(C)[nH]c2c1C
  10 | -2% | x | -5% | -3 | -17% | -10 | 2% | -25% | 1
> COc1ccc(CNC(=O)COC(=O)CC2CCCC2)cc1
  38 | 4% | 0% | -16% | 0 | -1% | x | u | 0% | 0
> O=C1C2C3C=CC(C3)C2C(=O)N1CCN1CCN(S(=O)(=O)c2ccc3ccccc3c2)CC1 (stereo not given)
  4 | -3% | -3% | 1% | 13 | 2% | -4 | 1% | -3% | 0
> O=C1OC(c2ccco2)=N/C1=C\c1ccc(-c2cccc(C(F)(F)F)c2)o1
  2 | -4% | x | 9% | 0 | 1% | 4 | 3% | -2% | 7
> Cc1ccc(OCCCn2ccnc2)cc1C
  10 | 4% | 0% | -1% | 2 | 2% | 2 | -7% | -35% | 4
> COC(=O)c1cc(=O)n(Cc2cccs2)c(=NCc2cccs2)s1
  -17 | -2% | -6% | -7% | 19 | -3% | -16 | 9% | -4% | 4
> O=c1[nH]ncc(N/N=C\c2cccnc2)c1Cl
  -6 | 2% | 1% | 12% | -1 | 19% | 0 | -9% | -15% | -3
> CCOC(=O)CC(=O)CSc1nnc(Cn2c(=O)sc3ccccc32)n1C
  -10 | -2% | 0% | -1% | -2 | -6% | 5 | -9% | -8%[7.66 µM] | -1
> COc1ccc(OC)c(-c2nc(C(=O)NCC3CCCO3)cc3c2[nH]c2ccccc23)c1 (stereo not given)
  -4 | 42%[activator] | x | -2% | 0 | -12% | 1 | 10% | 19% | -1
> Cc1ccc2c(c1)N(CC(=O)N1CCCCCC1)C(=O)c1cccnc1O2
  -15 | 2% | 3% | -5% | -6 | -6% | -4 | 4% | -32%[inhibitor] | 0
> Cc1ccc(NC(=O)C(C)OC(=O)CSc2ccccc2)cc1 (stereo not given)
  -8 | -3% | x | x | x | 18% | 2 | x | 21% | x
> CCOc1ccc(/C=C2\C(=O)c3ccccc3OC2c2ccccc2)cc1 (stereo not given)
  11 | 21% | -2% | -12% | -2 | 8% | -12 | 14% | 13% | 0
> Nc1nc(C(F)(F)F)cc(=O)n1N
  -9 | 1% | 0% | -3% | 1 | 0% | -15 | 3% | -1% | 0
> Cc1onc(-c2ccccc2)c1C(=O)NCCCc1ccccc1
  -6 | 3% | x | x | 19 | 7% | -3 | x | 5% | x
> NC(=O)c1c(NC(=O)CSc2nc(N)cc(=O)[nH]2)sc2c1CCCC2
  -1 | -3% | -1% | -11% | -3 | -6% | -42 | 1% | -14% | 0
> CN(C)c1cc(-c2ccccc2)nc(N)n1
  -8 | 1% | 2% | -10% | 1 | 8% | 3 | 10% | -39% | 2
> CC(C(=O)NC1CCCCC1)N1C(=O)C2C3C=CC(C3)C2C1=O (stereo not given)
  -3 | -1% | 1% | -2% | 1 | 12% | 3 | 2% | 9% | x
> COc1cc2[nH]c3c(=O)n(CCN4CCCCC4)cnc3c2cc1OC
  0 | 3% | 3% | -11% | -2 | -9% | 1 | 0% | -3% | -6
> COc1cccc(NC(=O)COC(=O)CCCc2c[nH]c3ccccc23)c1
  -7 | -11% | -1% | -13% | 24 | -1% | -13 | 1% | -9% | -2
> CC(=O)N1c2ccc(S(=O)(=O)N3CCCCC3)cc2CC1C(=O)Nc1ccc(F)cc1C (stereo not given)
  -4 | 2% | 2% | 1% | 2 | 5% | 3 | -3% | -18% | x
> COc1ccc(C)cc1S(=O)(=O)N1CCCC(C(=O)N2CCN(c3ccccc3)CC2)C1 (stereo not given)
  -1 | 0% | -11% | -8% | 5 | 0% | 5 | 17% | -6% | 2
> O=C(CN1CCCCCC1)Nc1ccccc1[N+](=O)[O-]
  -18 | -6% | -3% | u | u | 11% | 7 | -4% | -4% | -2
> CCN(Cc1ccccc1)C(=O)CSc1ccccc1C(=O)O
  -233* | 6% | 1% | -1% | 0 | 3% | -176* | 2% | 0% | 1
> COc1ccccc1NC(=O)CSc1nc(O)cc(=O)[nH]1
  -4 | 5% | 0% | -6% | 1 | -3% | 4 | 2% | u | 0
> CCNc1nc(NCC)nc(N(C)N)n1
  0 | 1% | -3% | -14% | x | -8% | 2 | -1% | -28% | 1
> CC1CCc2c(sc(NC(=O)CCCn3cnc([N+](=O)[O-])n3)c2C(N)=O)C1 (stereo not given)
  -3 | 0% | -3% | u | 1 | 14% | 3 | -2% | -20% | -1
> CC(=O)c1cc(C)c(OCc2cn(CC(=O)c3ccc(O)cc3)nn2)c(C)c1
  -13 | 7% | x | x | x | x | -1 | x | 12% | x
> CCN(CC)S(=O)(=O)c1cccc(NC(=O)COC(=O)c2ccc(Br)o2)c1
  -3 | -3% | 3% | -9% | 1 | -1% | 1 | 41%[activator] | -25% | 1
> O=S(=O)(c1cc(Cl)ccc1Cl)n1nnc2ccccc21
  1 | 2% | 1% | 2% | -3 | 2% | -2 | 19% | 16% | 2
> Cc1c(OCC(=O)N[C@@H](Cc2ccccc2)C(=O)O)ccc2c3c(c(=O)oc12)CCC3
  -8 | 9% | x | -13% | -1 | -16% | 2 | 16% | 0% | 7
> Cc1ccc(Cn2nnc3c(=O)n(CC(=O)NCc4ccc5c(c4)OCO5)cnc32)cc1
  -2 | -3% | -4% | -3% | 0 | 7% | -21 | 2% | 2% | 3
> CCN1CCN(CC(=O)N/N=C/c2cc(Br)cs2)CC1
  6 | -1% | 7% | u | -7 | -7% | -9 | 0% | 10% | -2
> Cc1ccc(NC2=C(NC(=O)c3ccccc3)C(=O)c3ccccc3C2=O)cc1Cl
  -14 | -17% | 0% | u | u | -9% | 1 | 5% | -38% | -48*
> CCOC(=O)N/N=C(C)/C=C/c1ccccc1
  1 | 0% | 1% | x | 0 | 7% | 2 | 4% | -25% | 0
> O=C(Cc1ccccc1[N+](=O)[O-])NCc1ccc(Cl)cc1Cl
  -10 | -1% | 3% | 18% | u | 8% | -11 | 3% | 2% | 0

Screens: PubChem, National Center for Advancing Translational Sciences (NCATS)
